High-throughput results: PubChem, several laboratories
MITF act = activators of MITF-driven TRPM1 promoter activity in SK-MEL-5 cells; 300,000 compounds, 0.75% hits; SK-MEL-5 TRPM1-promoter luciferase, 24 h; % of positive control, neutral wells = 0; activation, % at 12.5 µM; AID 588334;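 active = mean activation of at least 80% with every replicate also reaching 80%; inconclusive = mean reaches 80% but some replicate falls short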;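 also: 0% = neutral control wells and 100% = parthenolide positive control wells; values of inactives mirror those of a sister screen read the other way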
Wnt act = activates Wnt/beta-catenin signaling in a reporter cell assay. activator, plate reader. activation, % at 9.35 µM. 300,000 compounds, 1.2% hits. AID 743398; in the data active = activation above about 30%, passing the limit was not always enough; inconclusive = no clear call, values can overlap the other calls;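 also: 0% = neutral control wells and 100% = positive control wells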
cardiac RTF act = cardiac RTF calcium sensitization; AID 493008; P19429+P45379; 340,000 compounds, 0.24% hits; IANBD-labeled TnC RTF fluorescence at EC20 calcium; 0% EC20 calcium, 100% full calcium; activation, % at 7.2 µM;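 active = activation above the mean over all tested compounds plus 3 SD, cut at about 30% in these data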;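 also: rise in fluorescence read as greater calcium sensitivity of cardiac thin filaments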
CDK5 inh = blocks human CDK5/p35 kinase activity; Q00535+Q15078; Recombinant CDK5/p35, ADP-Glo luminescence, 60 min; inhibition, % at 10 µM; 330,000 compounds, 0.01% hits; AID 488839;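 active = highest replicate inhibition of at least 50% and at least 75% of replicates reaching 50%; inconclusive = only one of the two criteria met; inactive = both criteria failed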;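 also: plate controls were DMSO neutral control for no effect and GW8510 at 10 µM for full effect; many of its hits are not listed in these tables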
Target sequence (Q00535 whole entry, looked up): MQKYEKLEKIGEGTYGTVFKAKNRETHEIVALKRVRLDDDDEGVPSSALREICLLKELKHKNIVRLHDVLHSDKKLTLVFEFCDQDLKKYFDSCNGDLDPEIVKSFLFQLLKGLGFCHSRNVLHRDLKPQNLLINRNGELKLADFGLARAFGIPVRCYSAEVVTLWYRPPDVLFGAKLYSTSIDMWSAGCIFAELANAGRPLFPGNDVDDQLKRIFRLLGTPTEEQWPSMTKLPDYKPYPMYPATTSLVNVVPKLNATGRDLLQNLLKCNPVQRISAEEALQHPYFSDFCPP
Target sequence (Q15078 whole entry, looked up): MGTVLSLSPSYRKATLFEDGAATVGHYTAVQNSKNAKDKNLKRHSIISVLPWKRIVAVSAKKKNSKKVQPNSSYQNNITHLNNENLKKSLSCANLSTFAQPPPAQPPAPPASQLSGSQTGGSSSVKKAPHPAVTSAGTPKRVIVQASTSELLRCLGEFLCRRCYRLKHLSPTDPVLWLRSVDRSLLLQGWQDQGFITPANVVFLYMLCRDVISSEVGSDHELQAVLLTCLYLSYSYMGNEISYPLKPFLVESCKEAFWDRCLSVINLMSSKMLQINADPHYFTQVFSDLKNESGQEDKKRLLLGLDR
dFosB act = mouse delta FosB homodimer activation. purified delta FosB, TAMRA-CDK5 oligo fluorescence polarization; percent of positive-control signal above neutral wells. P13346. 340,000 compounds, 0.99% hits. activation, % at 25 µM;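 active = mean activation above about 17%, with every replicate also reaching it, limit read from the data, passing the limit was not always enough; inconclusive = only one of the two conditions met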;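 also: fluorescence polarization rise as delta FosB binds a TAMRA Cdk5 AP-1 oligo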
Target sequence (P13346 whole entry, looked up): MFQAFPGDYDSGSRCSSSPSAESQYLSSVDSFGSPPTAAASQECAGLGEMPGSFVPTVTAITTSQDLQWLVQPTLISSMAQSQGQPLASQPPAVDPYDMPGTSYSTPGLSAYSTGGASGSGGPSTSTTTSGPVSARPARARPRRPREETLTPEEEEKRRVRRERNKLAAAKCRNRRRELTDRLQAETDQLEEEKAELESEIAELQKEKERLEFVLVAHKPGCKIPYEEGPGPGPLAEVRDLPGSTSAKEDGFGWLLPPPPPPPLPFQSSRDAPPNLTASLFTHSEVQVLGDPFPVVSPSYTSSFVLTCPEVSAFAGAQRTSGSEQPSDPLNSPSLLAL
SR-BI uptake up = SR-BI HDL lipid transfer activation; 320,000 compounds, 0.096% hits; CHO ldlA[mSR-BI] cells, DiI-HDL uptake fluorescence, 3 h; 100 = double the neutral-control signal; activation, % at 12.5 µM;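 active = mean replicate activation of at least 60% and every replicate at or above 60%; inconclusive = mean or all-replicate condition met, but not both; inactive = mean below 60% and not all replicates reaching 60%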;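 also: 0% = median plate neutral-control signal and 100% = twice that signal; values of inactives mirror those of a sister screen read the other way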
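Assay system: LDL receptor-deficient CHO ldlA cells overexpressing murine SR-BI / Medium: BSA-supplemented, HEPES-buffered Ham's F12, pH 7.4 / Probe or stimulus: DiI-labelled HDL at 10 µg/mL final / Timing: compound with DiI-HDL co-incubation, 3 h at 37 °C / Technique: bottom-read cell fluorescence after medium removal, ex 550/em 595 nm / Measure: HDL uptake via cellular fluorescence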
HTR5A ag ctr = counter-screen for OPRM1-OPRD1 agonists: human HTR5A agonism. 340,000 compounds, 0.61% hits. AID 504692. HTR5A agonist assay, luminescence, cell-based. P47898. activation, % at 9.3 µM; in the data active = activation mostly above about 9.5%, no sharp cut-off; inactive = mostly below about 7.6%;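 also: 0% = cells with vehicle only and 100% = reference agonist; strong numbers were not always called active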
SR-BI DiI inh = blocks mouse SR-BI lipid uptake from DiI-HDL. inhibition, % at 12.5 µM. Q61009. AID 488896. ldlA[mSR-BI] CHO cells, DiI-HDL uptake fluorescence, 3 h. 320,000 compounds, 0.96% hits;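 active = mean replicate inhibition of at least 70% and a set share of replicates each scoring 70 or more; inconclusive = meets just one of the two criteria; inactive = fails both criteria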;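 also: 0% = median of neutral control wells and 100% = median of positive control wells; values of inactives mirror those of a sister screen read the other way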
Rtt109 HAT inh = inhibitors of Candida albicans Rtt109/Vps75 histone acetyltransferase. Q5AAJ8. purified Rtt109/Vps75, ThioGlo CoA-SH fluorescence, 4 h. inhibition, % at 34.9 µM. 330,000 compounds, 0.16% hits. AID 540336;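 active = inhibition of at least 50% in every replicate; inconclusive = best replicate reaches 50% inhibition but some replicates fall short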
PvdQ inh = P. aeruginosa PvdQ acylase inhibition. purified PvdQ acylase, fluorescence plate reader. inhibition, % at 10 µM. 340,000 compounds, 0.063% hits. AID 488965; in the data active = inhibition above about 30%, passing the limit was not always enough; inconclusive = no clear call, values can overlap the other calls;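 also: 0% = vehicle neutral wells and 100% = reference inhibitor wells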
Numbers without * were called inactive; ? = inconclusive; · = no result given.

SMILES	MITF act	Wnt act	cardiac RTF act	CDK5 inh	dFosB act	SR-BI uptake up	HTR5A ag ctr	SR-BI DiI inh	Rtt109 HAT inh	PvdQ inh
CC(C)(C)N=C1NC(=NC(C)(C)C)c2ccccc21	0.9	-6.1	3.5	-0.9	-5.6	6.9	-0.5	-6.9	43.8	12.2
CCNC(=O)c1ccc(C2SCC(=O)N2Cc2ccco2)cc1 (stereo not drawn)	-1.1	-0.9	0.4	-1.5	-0.8	-4.1	-1.9	4.1	-4.5	-14.3
CCOC(=O)Nc1nc(-c2ccc(Cl)cc2Cl)cs1	23.5	-1.0	15.0	0.1	-5.0	-10.2	6.8	10.2	1.5	-2.0
Cc1cc(Nc2c(C)cccc2C)n2nc(C)nc2n1	-1.0	-4.0	-3.2	3.0	9.1	15.3	-2.8	-15.3	0.3	1.6
CCCn1c(SCC(=O)N2CCN(C(=O)c3ccco3)CC2)nc2ccccc2c1=O	-7.9	-1.6	·	1.1	-8.0	-0.6	·	0.6	12.4	10.6
CS(=O)(=O)N1CCN(CC2CC3C=CC2C3)CC1 (stereo not drawn)	·	-3.6	0.2	0.8	2.7	-7.6	1.7	7.6	-4.7	-1.5
CN(C)CCSc1nc(O)c(-c2ccccc2)c(=O)n1-c1ccccc1	9.9	-0.7	11.5	-0.3	-13.2	3.0	-0.1	-3.0	9.6	9.4
CC(C)c1ccc(C(C(=O)NC2CCCC2)N(C(=O)CNC(=O)c2ccco2)c2cccnc2)cc1 (stereo not drawn)	7.7	-1.8	0.9	-0.1	-2.5	14.9	1.2	-14.9	-2.5	-13.2
COc1ccc(N=C2S/C(=C\c3cc(C)n(C)c3C)C(=O)N2C)cc1	-15.8	-5.1	-5.4	-0.6	-3.0	-29.7	13.7	29.7	2.0	-5.9
CCOc1ccc(CN(CC)C(=O)c2ccc3c(c2)[nH]c(=O)c(=O)n3CC)cc1OC	·	1.7	-1.3	-0.3	-6.3	·	1.1	·	5.4	-12.0
CC(=O)/C(N=Nc1c(C)n(C)n(-c2ccccc2)c1=O)=C(\C)O	-2.8	0.0	0.4	0.4	-1.0	5.1	2.9	-5.1	6.9	-12.2
CCOC(=O)C1CCN(Cc2cccc(OC)c2)CC1	-9.2	1.5	2.1	-1.5	-5.3	7.0	4.7	-7.0	23.3	11.3
O=C(N/C(=C/c1ccc2c(c1)OCO2)C(=O)N1CCOCC1)c1cccs1	-10.3	?	-5.8	1.4	2.1	24.2	0.7	-24.2	-3.2	-12.9
O=C(CCCn1nnnc1CN1CCOCC1)N1CCC(c2ccccc2Cl)C1 (stereo not drawn)	-1.7	0.1	0.2	1.4	-13.7	15.8	3.2	-15.8	-2.3	-9.7
Cc1csc(SCC(=O)NC(=O)C2CCCCC2)n1	0.7	-0.5	8.3	0.9	1.2	10.8	5.2	-10.8	-1.3	-13.0
CCOc1cc(CNc2nn[nH]n2)ccc1OCC(=O)NC(C)(C)C	1.6	0.3	-5.3	0.7	1.5	-11.3	-2.9	11.3	-3.9	-3.5
Cc1cc(-c2nn3c(C)nnc3s2)ccc1NC(=O)C(C)(C)C	·	·	-1.4	0.1	-4.1	·	-0.9	·	-12.5	-6.6
Cc1ccc(N2CC(C(=O)NC3CC3)CC2=O)cc1Cl (stereo not drawn)	-7.8	-0.8	-2.3	1.4	-2.2	·	5.8	·	15.4	-7.3
COc1ccc(CCN=Cc2ccccc2O)cc1OC	4.7	-3.0	0.7	0.7	1.4	-5.6	-2.0	5.6	2.4	-13.8
C=CCc1cc(Cl)ccc1OCCOCCNC(C)(C)C	2.2	-6.4	-3.4	-1.6	-4.5	-0.5	-2.4	0.5	·	-13.2
O=C(COC(=O)CNC(=O)c1ccccc1F)Nc1cccc(S(=O)(=O)N2CCCCCC2)c1	-5.9	0.8	5.7	0.9	-18.6	2.2	6.1	-2.2	·	4.1
O=[N+]([O-])c1ccc(Oc2cccc3cccnc23)c(Cl)c1	-4.5	-0.2	-0.1	0.5	-4.9	-5.7	1.9	5.7	11.7	18.0
CC(=O)Oc1cccc(N2C(=O)c3ccccc3C2=O)c1	2.7	-1.7	-1.2	-0.2	1.6	31.5	0.9	-31.5	-3.6	-14.7
COc1ccc(CNC(=O)C2CSC(c3ccc(OC)cc3)N2C(C)=O)cc1 (stereo not drawn)	-6.8	-3.9	0.7	-0.5	-2.1	8.2	1.9	-8.2	-3.1	-3.7
O=C1CCC(=O)N1CC(=O)N(c1ccccc1)c1ccccc1	-0.7	-0.5	3.4	-1.2	-10.2	3.9	4.7	-3.9	9.4	-15.6
COc1cc(NC(=O)CSc2ccc3c(c2)OCCO3)cc(OC)c1OC	·	-1.3	-2.4	0.7	1.6	-21.2	1.5	21.2	0.2	-13.8
Cc1ccc(S(=O)(=O)N(CC(O)CN2C(=O)NC(C)(C)C2=O)c2cccc(C)c2)cc1 (stereo not drawn)	10.5	6.5	-5.8	1.9	4.6	4.6	4.3	-4.6	-2.8	0.9
CCN(CCO)Cc1csc2cccc(Br)c12	-4.4	·	-7.9	1.4	0.1	5.5	-5.1	-5.5	4.6	-17.6
Cc1cc(C(=O)N[C@@H](c2ccccc2)[C@]2(C)C[C@H]2[C@@H](C)C(=O)Nc2ccc3ccccc3c2)no1	-4.6	-1.3	6.8	0.7	-2.3	-2.5	0.2	2.5	-5.7	-0.6
O=c1[nH]c(CN2CCCC2)nc2sc3c(c12)CCC3	0.9	-1.1	2.2	0.3	-0.4	9.5	7.0	-9.5	-0.3	5.9
O=C(/C=C/N1CCOCC1)c1coc2ccccc12	24.9	·	-1.3	-0.3	-10.8	9.5	-4.2	-9.5	24.4	7.9
c1ccc(-n2nnnc2-n2ccnc2)cc1	-4.6	·	-0.5	-0.6	6.7	-5.6	3.7	5.6	-12.0	-2.9
Cc1ccc(C(=O)OCc2cc(=O)n3c(C)csc3n2)s1	53.5	2.8	0.8	2.7	-15.5	-6.4	14.5	6.4	23.2	7.1
Nc1ccc(-c2ccc(C(=O)O)s2)cn1	6.9	·	11.8	2.1	5.1	30.6	-0.4	-30.6	-9.2	-80.1
O=C(c1cccc2nc3ccccc3nc12)N1CCOCC1	-2.0	-0.5	-5.4	0.2	0.5	-5.1	1.1	5.1	2.3	-7.6
Cc1cccc(NC(=O)CN2C(=O)NC(Cc3ccccc3)C2=O)c1 (stereo not drawn)	-6.7	·	-1.4	0.8	-7.5	-4.0	-2.4	4.0	1.9	-12.6
COc1ccc(C(=O)Nc2ccccc2C(=O)NC(Cc2ccc(O)cc2)C(=O)NNC(=O)c2ccccc2Cl)cc1 (stereo not drawn)	9.7	-2.8	-2.4	-0.4	42.2*	-42.3	3.2	42.3	9.6	5.3
CCCCC(=O)Nc1ccc(C(=O)NCCCn2ccnc2)cc1	-3.8	·	6.0	-0.6	-3.3	18.1	-0.4	-18.1	2.2	-17.9
O=C1CC(N(CCc2ccccc2)C(=S)Nc2ccccc2)C(=O)N1c1ccc(F)cc1 (stereo not drawn)	·	3.5	-1.9	-3.2	-15.3	-0.6	-2.2	0.6	0.3	-3.7
COc1ccccc1/C=C/C(=O)NCC(=O)N/N=C/c1ccccc1	-7.2	·	-0.9	0.3	-8.6	-46.9	1.1	46.9	·	-1.1
CC(C)C(NC(=O)c1ccco1)C(=O)OCC(=O)NCCc1ccccc1 (stereo not drawn)	·	16.2	-1.0	-1.4	0.7	26.9	1.7	-26.9	-0.7	1.5
O=C(CCl)N1CCN(S(=O)(=O)c2ccc3c(c2)OCCCO3)CC1	-45.5	1.9	3.0	-1.2	-5.1	11.2	-0.6	-11.2	0.6	-14.7
COc1ccc(OC(=O)c2cnn(-c3ccccc3)c2C)cc1	63.1	·	-2.7	-0.6	-1.2	-3.7	8.0	3.7	1.7	-8.7
O=c1c(-c2ccc(Cl)cc2)[n+]([O-])c2ccccc2n1OCc1nc2ccccc2[nH]1	24.9	17.5	-6.9	0.0	5.3	-6.2	3.6	6.2	1.3	14.5
CCOC(=O)C1CCN(C(=O)c2ccccc2NC(C)=O)CC1	16.1	·	1.9	-0.7	1.1	25.5	0.1	-25.5	-7.7	-16.1
O=C(COC(=O)/C=C/c1ccc([N+](=O)[O-])cc1)NCC1CCCO1 (stereo not drawn)	2.5	0.3	1.4	0.1	-0.6	19.6	8.8	-19.6	6.2	10.2
Cc1c(CC(=O)NCCCC(=O)O)c(=O)oc2cc3oc4c(c3cc12)CCCC4	0.9	-0.3	9.8	-1.1	6.8	-14.9	1.9	14.9	-0.6	-16.0
C1CCN(CC2CCCCN2)CC1 (stereo not drawn)	2.7	-1.5	0.9	1.1	1.9	3.6	6.0	-3.6	-0.4	-17.0
CC(C)CCNC(=O)Cc1c(C(=O)O)[nH]c2ccc(Cl)cc12	-3.8	-0.4	1.4	1.9	-4.1	6.9	3.1	-6.9	-0.1	-18.1
CCC(=O)Nc1cccc(NC(=O)c2cccnc2)c1	4.4	8.4	-6.9	0.1	-4.7	9.7	-5.0	-9.7	8.8	3.5

(more compounds)
SMILES	MITF act	Wnt act	cardiac RTF act	CDK5 inh	dFosB act	SR-BI uptake up	HTR5A ag ctr	SR-BI DiI inh	Rtt109 HAT inh	PvdQ inh
Cc1cccc(N/N=C/c2ccc(O)c(O)c2O)c1	0.1	0.2	5.3	0.6	-7.3	·	7.8	·	45.3	-13.4
CSc1nc(C)nc2c1c(=O)n(C)c(=O)n2C	-3.4	2.6	3.1	0.3	-11.5	5.0	6.7	-5.0	-1.0	-7.2
COc1cc(C(=O)NCc2nnc(SCC(=O)Nc3ccc4c(c3)OCO4)o2)cc(OC)c1OC	-0.7	·	18.9	0.5	-8.3	13.8	3.8	-13.8	-1.2	-3.5
COc1ccc(NS(=O)(=O)c2cn(C)nc2C)cc1	7.8	-1.4	1.5	-1.3	4.6	27.4	3.5	-27.4	-7.6	3.5
COc1ccc(C2C(C(C)=O)=C(O)C(=O)N2C)c(OC)c1 (stereo not drawn)	-0.7	·	3.7	-0.5	4.6	3.2	3.3	-3.2	1.5	-6.7
CC(OC(=O)/C=C/c1ccccc1)C(=O)Nc1ccc2c(c1)OCCO2 (stereo not drawn)	-6.5	0.8	6.5	-1.4	-2.9	17.5	-6.7	-17.5	-3.3	-6.8
Cc1ccc(-n2ncc(C#N)c2/N=C/N(C)C)cc1	6.0	·	-16.8	-0.7	-1.8	1.4	0.2	-1.4	-1.8	8.9
